# Compound activity (PubChem BioAssay)
# EBV gp42 block – Epstein-Barr virus gp42 inhibitors, primary screen, biochemical, uHTS, fluorescence polarization. 0.42% of 220,000 active. inhibition, % (tested at 21.74 µM). Glycoprotein 42 (Epstein-Barr virus (strain AG876)), Q1HVG2. Fluorescence polarization binding assay, mP read-out; in the data active = inhibition above about 50%
# Mdm2 ligase inh – MDM2-luciferase reporter signal enhancers, primary screen, MDM2 E3 ligase inhibitor project, cell-based, luminescence, 1536-well; signal enhancement, % at 5 µM; 0.11% of 210,000 active; cell-based MDM2 ubiquitination luciferase reporter, 2 h; 0 = plate control, 100 = twice control, blank-subtracted; E3 ubiquitin-protein ligase Mdm2 (Homo sapiens), Q00987; AID 1230, 2008;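 active = signal enhancement of 30% or more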;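 also: luminescence tracks abundance of the self-degrading MDM2-luciferase fusion protein; higher signal means inhibition of MDM2 E3 ligase activity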
# Target sequence (Q00987 whole entry, looked up, the tested form may be a part): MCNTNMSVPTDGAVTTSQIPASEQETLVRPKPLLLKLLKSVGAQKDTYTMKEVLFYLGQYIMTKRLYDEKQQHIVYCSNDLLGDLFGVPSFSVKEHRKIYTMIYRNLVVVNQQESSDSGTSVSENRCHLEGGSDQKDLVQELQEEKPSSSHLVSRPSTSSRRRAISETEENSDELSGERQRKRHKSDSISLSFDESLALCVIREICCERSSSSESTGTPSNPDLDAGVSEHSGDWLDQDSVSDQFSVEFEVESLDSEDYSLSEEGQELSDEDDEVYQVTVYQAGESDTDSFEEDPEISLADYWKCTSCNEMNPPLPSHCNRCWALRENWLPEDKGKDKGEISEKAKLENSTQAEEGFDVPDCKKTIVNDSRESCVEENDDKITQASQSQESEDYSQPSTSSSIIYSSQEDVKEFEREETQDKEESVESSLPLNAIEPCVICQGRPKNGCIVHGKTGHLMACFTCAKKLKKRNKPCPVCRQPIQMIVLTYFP
#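 Test system: mammalian cells stably expressing self-ubiquitinating, self-degrading MDM2 E3–luciferase fusion; Amount: 2000 cells in each well; Medium: DMEM; Schedule: 4 h settle plus 2 h compound, 37 °C; Technique: SteadyLite luciferase luminescence after 15 min room-temperature reagent incubation; Benchmarks: plate control and blank wells.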
# p47phox inh – p47phox/p22phox peptide binding inhibitors, primary screen, biochemical, uHTS, NADPH oxidase regulatory subunit. Neutrophil cytosol factor 1 (Homo sapiens), P14598. fluorescence polarization, 2 h. inhibition, % at 24.7 µM. 0.53% of 220,000 active. AID 1274, 2008;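 active = inhibition above about 30%, limit read from the data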;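 also: 0% = p47phox with labelled peptide and 100% = labelled peptide alone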
# L929 necroptosis – inhibitors of zVAD-triggered necroptosis, primary screen, L929 cells | L929 zVAD necroptosis rescue, ATP luminescence, 24 h; with zVAD 60 µM | viability rescue, % at 10 µM | 0.38% of 220,000 active;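 active = activation, scaled between plate controls, above about 75%, limit read from the data; inactive = activation under that limit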;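 also: 0% = zVAD with DMSO and 100% = DMSO alone without zVAD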
# Runt-CBFb FRET – inhibitors of RUNX1 Runt–CBFb binding, primary screen, biochemical, FRET, Cerulean-Runt, Venus-CBFb, uHTS | Runt-related transcription factor 1 (Homo sapiens) + Core-binding factor subunit beta … | Cerulean-Runt/Venus-CBFb FRET ratio 530/480, 1 h | inhibition, % at 20 µM | 0.46% of 220,000 active | AID 1496, 2009;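 active = inhibition over about 50% at 20 µM in the single-dose screen, limit read from the data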;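 also: 0% = DMSO wells and 100% = excess unlabeled CBFb competitor control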
#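 test system = Cerulean-Runt domain fusion protein, energy donor | probe or stimulus = Venus-CBFb binding partner, 100 nM | incubation = two 1 h room-temperature incubations shielded from light | detection = fluorescence energy transfer, 422 nm excitation, 530/480 nm emission | measure = loss of energy transfer signal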
# Tb hexokinase – Trypanosoma brucei hexokinase 1 inhibitors, primary screen, biochemical, G6PDH-coupled NADH absorbance, MLSCN library; hexokinase 1 [Trypanosoma brucei]; recombinant TbHK1, G6PDH-coupled NADH A340; inhibition, % at 10 µM; 0.11% of 220,000 active;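 active = inhibition of 50% or more in the single-dose primary screen; inactive = inhibition below 50%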
# 14-3-3 Bad PPI – inhibitors of 14-3-3 zeta/Bad binding, primary screen, biochemical, TR-FRET, bovine 14-3-3 zeta; 0.71% of 220,000 active; inhibition, % at 21.7 µM; TR-FRET 14-3-3zeta/Dy647-pBad peptide displacement, 1 h;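 active = inhibition above about 70%, limit read from the data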;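 also: 0% = full 14-3-3 plus peptide FRET controls and 100% = background without 14-3-3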
# Runt-SMMHC FRET – inhibitors of RUNX1 Runt–CBFb-SMMHC binding, primary screen, biochemical, FRET, Cerulean-Runt, Venus-CBFb-SMMHC, uHTS; Runt-related transcription factor 1 (Homo sapiens) + Core-binding factor subunit beta …; 0.74% of 220,000 active; inhibition, % at 20 µM; Cerulean-Runt/Venus-CBFb-SMMHC FRET ratio 530/480, 1 h;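 active = mean inhibition across duplicate retests at 20 µM reaching about 50%, limit read from the data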;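 also: 0% = DMSO wells and 100% = wells with excess untagged CBFb-SMMHC; inhibitors lower the FRET ratio by blocking Runt binding to CBFb-SMMHC; some results filed as inactive read as strong as hits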
# Hck-Nef inh – inhibitors of Nef-activated human Hck kinase, primary screen, biochemical, Z-Lyte FRET, 384-well, Hck-YEEI. Tyrosine-protein kinase HCK (Homo sapiens), P08631. Recombinant Hck-YEEI plus Nef, Z-Lyte FRET kinase assay. inhibition, % at 20 µM. 0.68% of 220,000 active;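 active = Hck-Nef kinase inhibition above about 50%, limit read from the data; inactive = inhibition below that limit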;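 also: 0% = DMSO with Hck plus Nef and 100% = Hck alone without Nef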
# Target sequence (P08631 whole entry, looked up): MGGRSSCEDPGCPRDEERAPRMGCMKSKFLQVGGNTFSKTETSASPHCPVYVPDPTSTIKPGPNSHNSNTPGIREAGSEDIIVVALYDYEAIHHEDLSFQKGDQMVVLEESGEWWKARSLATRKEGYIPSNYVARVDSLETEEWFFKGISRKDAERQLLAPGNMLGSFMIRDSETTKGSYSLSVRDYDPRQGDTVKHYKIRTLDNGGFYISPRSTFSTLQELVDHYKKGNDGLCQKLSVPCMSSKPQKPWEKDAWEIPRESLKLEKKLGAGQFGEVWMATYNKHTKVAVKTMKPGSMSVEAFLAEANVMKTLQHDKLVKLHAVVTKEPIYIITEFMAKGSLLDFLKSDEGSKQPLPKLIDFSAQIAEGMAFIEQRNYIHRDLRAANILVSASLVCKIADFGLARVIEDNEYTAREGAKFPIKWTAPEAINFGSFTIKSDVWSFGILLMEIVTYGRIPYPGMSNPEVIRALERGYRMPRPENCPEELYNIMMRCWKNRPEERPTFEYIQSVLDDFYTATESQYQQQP
# * hit, by the source's call; nt = not tested or not shown; [ ] = dose if it differs, or a comment.
SMILES	EBV gp42 block	Mdm2 ligase inh	p47phox inh	L929 necroptosis	Runt-CBFb FRET	Tb hexokinase	14-3-3 Bad PPI	Runt-SMMHC FRET	Hck-Nef inh
COc1ccc(-c2nn(-c3ccccc3)cc2CN(C)CCn2ccnc2C)c(F)c1	-19	-14	-19	0.1	3	-1	-2	-4	2
COc1cccc2c(=O)ccoc12	-13	-6	-6	-0.5	3	0	10	-5	2
COC(=O)Cc1[nH]n(-c2ccccc2)c(=O)c1C(C)=Nc1ccccc1	-10	-28	-10	1.1	-3	9	-4	-1	-2
O=C(c1cccs1)N1CCN(Cc2cccc([N+](=O)[O-])c2)CC1	-3	-10	-6	0.5	0	-4	16	1	0
Cc1cnc(NC(=O)CC2CCCC2)s1	-9	-11	-8	7.1	1	-3	-8	-3	21
NC(=O)NC(=O)CSc1ccccc1	-5	-15	0	3.1	-2	0	-12	-4	22
CN(C)N1C(N)=C(C#N)C(c2ccsc2)C2=C1CC(C)(C)CC2=O (centres undefined)	-3	10	-14	-0.1	-6	-7	-14[fluorescence artefact?]	4	3
CC1CCN(C(=S)c2cn(Cc3ccc(F)cc3)c3ccccc23)CC1	7	3	-4	0.8	0	2	-16	5	-1
CN1CCc2c1nc1ccccc1c2N=C1CCCN1Cc1ccccc1	12	-11	3	-0.7	1	-51	50[fluorescence artefact?]	4	4
CC(=O)N1N=C(c2ccc(C)o2)CC1c1cccc(F)c1 (centres undefined)	-1	-6	5	-0.4	15	-5	-10	4	22
COc1ccc(NC(=O)c2csc(Cc3ccccc3)n2)cc1	23	-19	-17	0.6	-1	-1	9[fluorescence artefact?]	3	1
COc1ccc(NC(=S)NCCC(c2ccccc2)c2ccccc2)c(OC)c1	-3	-11	-15	0.7	2	7	-2	-2	2

# Continued, overlapping the part above by 3 compounds.
SMILES	EBV gp42 block	Mdm2 ligase inh	p47phox inh	L929 necroptosis	Runt-CBFb FRET	Tb hexokinase	14-3-3 Bad PPI	Runt-SMMHC FRET	Hck-Nef inh
CC(=O)N1N=C(c2ccc(C)o2)CC1c1cccc(F)c1 (centres undefined)	-1	-6	5	-0.4	15	-5	-10	4	22
COc1ccc(NC(=O)c2csc(Cc3ccccc3)n2)cc1	23	-19	-17	0.6	-1	-1	9[fluorescence artefact?]	3	1
COc1ccc(NC(=S)NCCC(c2ccccc2)c2ccccc2)c(OC)c1	-3	-11	-15	0.7	2	7	-2	-2	2
CCOC(=O)c1c(C)c(C(=O)NC(C)COC)c(C)n1CC (centres undefined)	-7	-7	-14	1.7	0	2	4[fluorescence artefact?]	6	-2
CC(C)c1ccc(NC(=O)c2cccc(Br)c2)cc1	-14	-14	-2	27	2	13	10	-1	22
O=C(CNC(=O)OCc1ccccc1)NCC(=O)N1CCCC1C(=O)OCc1ccccc1 (centres undefined)	-2	-11	0	-0.2	2	1	5	-4	-2
Cc1ccoc1C(=O)NCc1occc1C(=O)O	-20	5	-10	2.0	0	7	5	-9	-1
O=C(Nc1cccc(Cl)c1)c1ccncc1	-19	-1	-4	-0.7	0	8	0	1	9
CCOc1ccc(N2C(=O)c3cccnc3C2Nc2ccc(C)cc2)cc1 (centres undefined)	-11	-2	-5	-0.4	0	1	1	-1	1
COc1ccc(C)cc1NCc1cc(=O)oc2cc(-c3ccccc3)c(O)cc12	1	-10	-4	0.0	0	-8	12	-15	1
Cc1nc(C(C)N(C)Cc2c(C(=O)N3CCCCC3)nc3c(C)cccn23)c(C)s1 (centres undefined)	-6	-7	-3	-0.6	1	3	-16	0	5
Cc1nn(Cc2ccc(Cl)cc2)c(C)c1NC(=O)c1noc2c1CCc1ccccc1-2	-3	-15	-19	0.1	0	-10	4	1	0
CC(OC(=O)c1cccnc1)C(=O)NCc1ccc2c(c1)OCO2 (centres undefined)	-3	-14	-6	-0.1	0	0	-9	-2	-2
CCCS(=O)(=O)N1CCCC(C(=O)NCCN(CC)CC)C1 (centres undefined)	nt	-22	nt	-0.1	0	2	nt	0	0
CCN1CCCC1CNC(=O)C(=O)NC (centres undefined)	-8	-12	-3	1.6	0	3	-2	0	12

# Next part
SMILES	EBV gp42 block	Mdm2 ligase inh	p47phox inh	L929 necroptosis	Runt-CBFb FRET	Tb hexokinase	14-3-3 Bad PPI	Runt-SMMHC FRET	Hck-Nef inh
CCOP(=O)(OCC)c1nc(-c2ccc(Cl)cc2)oc1NCc1ccccc1	-13	-27	-1	1.6	-8	-2	-2	-7	22
CCOc1ccc(N2C(=O)C3ON(C)C(c4ccc([N+](=O)[O-])cc4)C3C2=O)cc1 (centres undefined)	-17	nt	-14	0.0	2	0	6	-2	21
O=C1C2C3C=CC([C@@H]2C(=O)N1C1CCCCC1)[C@H]1C(=O)N(C2CCCCC2)C(=O)C31 (some centres undefined)	-23	-7	-4	0.1	-3	-4	49	2	0
N#CCSc1n[nH]c2nc3c(c(=O)n12)C1(CCCCC1)Cc1ccccc1-3	7	-11	-2	1.4	29	-10	4	19	20
CC(C)(C)[C@@H]1C=C(C(=O)Nc2ccccc2)O[C@H](OCc2ccc(CO)cc2)C1	-10	nt	nt	3.0	-3	-8	9	-7	8
COCc1nnc(NC(=O)c2ccc(S(=O)(=O)N3CCCc4ccccc43)cc2)o1	5	-19	0	0.9	1	1	-11	-4	17
Cc1ccc(NC(=O)COC(=O)CCc2nc3ccccc3c(=O)[nH]2)c(Br)c1	0	-1	-17	0.5	0	-2	-5	-4	-8
Cn1c(C(=O)N2CCCC(C(=O)N3CCN(C(=O)c4ccco4)CC3)C2)cc2sccc21 (centres undefined)	-5	-6	-9	0.7	2	1	0	-1	5
c1ccc(N2CCCCC2)c(NC2=NCCC2)c1	-15	-14	-5	-0.2	0	8	-5	3	6
O=C1Nc2ccc(Cl)cc2C(=O)C1(F)c1ccccc1 (centres undefined)	-5	1	-16	2.2	-2	-7	-5	4	-12
NS(=O)(=O)c1ccc(CNC(=O)NC23CC4CC(CC(C4)C2)C3)cc1	-18	-1	1	-0.2	-2	4	1	2	-10
O=C(Nc1ccc(Cl)c([N+](=O)[O-])c1)Nc1nc2ccccc2s1	-1	nt	-25	0.7	-2	-1	2	-2	21

# Remaining list, next part.
SMILES	EBV gp42 block	Mdm2 ligase inh	p47phox inh	L929 necroptosis	Runt-CBFb FRET	Tb hexokinase	14-3-3 Bad PPI	Runt-SMMHC FRET	Hck-Nef inh
CC1CN(C2=NC(=O)/C(=C/c3ccncc3)S2)CC(C)O1 (centres undefined)	5	-13	-9	0.2	2	-73	-7	-4	5
CCOC(=O)c1c(N)nn(C(C)=O)c1-c1ccccc1	-5	-10	6	0.3	0	-4	-11	-1	2
C[n+]1ccc(/C=C/c2ccccc2O)c2ccccc21	-21	nt	3	0.3	-9	-14	2	-12	-10
COc1ccc(-n2nc([N+](=O)[O-])c(=NC3CCN(Cc4ccccc4)CC3)n2O)cc1	-8	-10	-5	5.4	0	-12	-7	0	14
Cc1ccc2nc(N/N=C\c3ccc([N+](=O)[O-])o3)nc(-c3ccccc3)c2c1	-4	-11	-35	2.6	-13	-6	-3	-17	-9
Nc1nc2cc(S(=O)(=O)NC3=NCCCCC3)ccc2s1	2	nt	6	0.7	10	-4	-7	5	-3
O=C(NCCO)/C(=C/c1ccc(Br)cc1)NC(=O)c1cccs1	-1	-5	-9	-0.3	0	6	2	6	-2
Cc1cc(=O)oc2c(CN(C)Cc3ccccc3)c(O)ccc12	-3	-5	-10	-0.2	36	-31	-3	82*	58*
O=C(Cn1cccc1C(=O)c1ccccc1)NCCN1CCCCCC1	-17	2	-6	0.2	-2	-2	12	-1	-1
CC(=O)N1N=C(N)SC12CCCC2	-17	-7	-9	1.5	0	0	-8	-1	19
CN(C)/C=C(\C=N\OCc1ccc(Cl)cc1Cl)C(=O)Nc1ccc(Cl)c(Cl)c1	1	3	15	2.5	-1	-16	-13	0	1
S=c1[nH]nc(-c2ccncc2)n1Cc1ccco1	-16	-13	0	-0.4	26	-1	-14	8	2

# Next section.
SMILES	EBV gp42 block	Mdm2 ligase inh	p47phox inh	L929 necroptosis	Runt-CBFb FRET	Tb hexokinase	14-3-3 Bad PPI	Runt-SMMHC FRET	Hck-Nef inh
CCn1c(SCc2ccccc2)nnc1-c1ccc(S(=O)(=O)N2CCCCC2)cc1	-13	-9	-10	-0.1	-1	1	2	-2	0
COC(=O)c1cccc([N+](=O)[O-])c1CS(=O)(=O)c1ccc(C)cc1	8	-2	3	-0.4	-2	-6	8	-2	-2
CC1=CC(C)(C)Nc2ccc(OS(=O)(=O)c3ccc(C)cc3)cc21	-16	-23	2	-0.3	1	-5	-2	-7	0
CC(NC(=O)c1ccc([N+](=O)[O-])cc1[N+](=O)[O-])c1ccc(-c2ccccc2)cc1 (centres undefined)	-7	5	4	1.1	1	3	-8	1	2
O=C(NCCc1ccc(Cl)cc1)c1n[nH]c2ccccc12	5	-4	-5	3.3	-1	8	8	-2	-23
COc1ccc(CCNS(=O)(=O)c2ccc(S(=O)(=O)N3CCCC3)cc2)cc1OC	-21	1	-21	-0.4	-1	1	nt	-2	-1
Nc1nnc(SCC(=O)Nc2cccc(S(N)(=O)=O)c2)s1	-19	0	2	1.9	0	3	-5	-3	8
Cc1nc2ccccn2c1C(=O)NN=C1CCCC1	-2	-10	4	1.6	0	0	-7	-4	11
Cc1nn(-c2ccccc2)c2c1cc1c(=O)n(C)c(=O)nc-1n2-c1ccccc1F	-27	-10	-7	0.3	9	-22	9	23	87*
O=C(/C=C/c1ccc2c(c1)OCO2)Nc1nc(-c2ccc(F)cc2F)cs1	3	-5	-33	0.4	1	2	-1	-6	5
COc1ccc(S(=O)(=O)N2CCCCC2)cc1NC(=O)c1ccc2ccccc2n1	-13	3	-29	1.4	-1	20	-12	0	6
COC(=O)c1sc2nc3c(cc2c1N)C(=O)CC(C)(C)C3	-4	-12	-10	-0.5	-2	2	6	-9	0

# Remaining list, next part.
SMILES	EBV gp42 block	Mdm2 ligase inh	p47phox inh	L929 necroptosis	Runt-CBFb FRET	Tb hexokinase	14-3-3 Bad PPI	Runt-SMMHC FRET	Hck-Nef inh
COc1ccc(OC)c(NC(=O)COC(=O)c2ccc(S(=O)(=O)N3CCOCC3)cc2)c1	-13	-3	5	1.6	-4	9	3[fluorescence artefact?]	5	1
Cc1c(C(=O)Nc2ccc(F)cc2)cn2c(nc3ccccc32)c1C#N	-14	nt	-14	-0.3	-82	-25	12	-8	16
N#Cc1c2c(c[nH]c1=O)CCN2Cc1ccccc1	-1	nt	0	-0.7	-1	1	14	3	5
CSCSC1=C(C#N)C(c2ccc(Cl)cc2)C(C(C)=O)=C(C)N1 (centres undefined)	0	-7	-15	-0.2	3	-3	-12	2	2
